# HSP90 inh: HSP90 inhibitors, primary screen, cell lysate, luminescence; Heat shock protein HSP 90 (rabbit reticulocyte lysate; luciferase refolding); Rabbit reticulocyte lysate, luciferase refolding luminescence, 3 h; inhibition, % at 5.6 µM; hit rate 0.91% among 290,000; AID 1789, 2009;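 active = inhibition above the screen-wide mean plus 3 SD, computed separately per campaign, cut at about 16% in these data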;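 also: 0% = DMSO wells and 100% = 60 µM geldanamycin wells; inhibitors lower the luminescence because luciferase stays unfolded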
# Platelet DG rel: inhibitors of platelet dense granule secretion, primary screen, cell-based, MLPCN, human platelets | human platelet-rich plasma, SFLLRN dense granule ATP release, luminescence | inhibition, %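 (compounds screened at 7.5 µM in platelet-rich plasma)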 | hit rate 0.22% among 300,000;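 active = mean replicate score, as percent of positive control, at or above 50; inconclusive = mean below 50 but at least one replicate at or above 50; inactive = mean and every replicate below 50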
# KLF5 inh: KLF5 expression inhibitors, primary screen, DLD-1 cells, luminescence; inhibition, % at 5 µM; hit rate 0.23% among 290,000; DLD-1 KLF5 promoter-luciferase reporter;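 active = inhibition above a per-plate limit of that plate's mean compound inhibition plus 3 SD, cut at about 60% in these data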;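 also: 0% = DMSO wells and 100% = LY294002 at 200 µM; higher means less KLF5 promoter-driven luciferase light; inactives centre near -14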
# aSyn 5UTR inh: MLPCN primary screen, SNCA 5' untranslated region | alpha-synuclein 5'UTR reporter, inhibitor activity | inhibition, % (tested at 7.5 µM) | hit rate 0.82% among 300,000; in the data active = inhibition above about 60%; inconclusive = no clear call, values can overlap the other calls;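 also: H4 neuroglioblastoma cells stably carrying SNCA 5'UTR luciferase fusion; 0% = DMSO wells and 100% = positive control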
# DYRK1A inh: rat Dyrk1A kinase inhibitors, primary screen, biochemical, single point, plate reader | Dual specificity tyrosine-phosphorylation-regulated kinase 1A (Rattus norvegicus), Q63470 | ADP-Glo luminescence, NFATc1 peptide | inhibition, % at 12.5 µM | hit rate 0.43% among 310,000 | AID 504441, 2011; in the data active = inhibition above about 50%;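 also: plate controls were vehicle with enzyme for no effect and no enzyme for full effect; many of its hits are not listed in these tables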
# HSF-1 act: HSF-1 activators, primary screen, NIH3T3-HGL cells, MG132 stress, luminescence, single point; NIH3T3-HGL HSF-1 luciferase reporter, 8 h; 100% = twice DMSO control signal; activation, % at 9 µM; AID 504408, 2011; hit rate 1.7% among 300,000;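 active = mean replicate activation of at least 50% with a set share of replicates each reaching 50%; inconclusive = only one of those two conditions met; inactive = mean below 50% and too few replicates reaching it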;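 also: 0% = median of the neutral control wells and 100% = twice that signal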
# HSF1 inhib: HSF1 inhibitors in luciferase reporter cells, primary screen, cell-based, NIH3T3, luminescence; NIH3T3-HGL HSE-luciferase, MG132-induced, luminescence 8 h; stronger effect = lower value; AID 2098, 2009; hit rate 0.77% among 300,000; activity change, negative = inhibition, % at 7.5 µM (by protocol);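 active = more than half of replicate wells show activity change below -50%, luminescence cut by over half; inconclusive = some wells, but at most half, below -50%; inactive = no replicate well below -50%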;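 also: luciferase reports HSF-1 transcriptional activity via heat shock element; 0% = median of DMSO wells and -100% = zero luminescence signal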
# GSK3A inh: blockers of GSK3A enzyme activity – biochemical, luminescence, cell-free homogeneous, HTS, primary screen | inhibition, % at 10 µM | hit rate 0.1% among 320,000 | GSK-3 alpha kinase, ADP-Glo luminescence, 60 min | AID 2650, 2010;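 in the data active = inhibition above about 50%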;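 also: GST-tagged GSK-3 alpha with peptide substrate and 25 µM ATP; 0% = DMSO neutral wells and 100% = GW8510 positive control wells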
# Target sequence (P49840 whole entry, looked up): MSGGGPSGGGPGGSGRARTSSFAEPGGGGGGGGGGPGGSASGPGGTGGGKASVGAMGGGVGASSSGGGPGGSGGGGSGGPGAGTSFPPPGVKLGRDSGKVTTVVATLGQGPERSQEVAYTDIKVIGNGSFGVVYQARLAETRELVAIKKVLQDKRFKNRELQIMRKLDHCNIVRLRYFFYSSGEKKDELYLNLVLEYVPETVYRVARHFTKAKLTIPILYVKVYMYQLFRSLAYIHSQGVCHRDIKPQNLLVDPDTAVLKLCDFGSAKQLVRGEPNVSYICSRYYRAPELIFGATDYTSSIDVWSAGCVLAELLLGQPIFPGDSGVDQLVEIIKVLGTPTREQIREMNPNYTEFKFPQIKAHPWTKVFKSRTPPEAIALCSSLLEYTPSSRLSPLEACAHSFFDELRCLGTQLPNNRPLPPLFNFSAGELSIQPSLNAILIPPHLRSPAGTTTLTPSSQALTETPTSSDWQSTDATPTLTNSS
# IEC-6 cytotox: cytotoxicity in IEC-6 intestinal epithelial cells, primary screen, cytotoxicity control for KLF5 inhibitor project, cell-based, luminescence; AID 1825, 2009; inhibition, % at 5 µM; hit rate 0.78% among 290,000; IEC-6 cytotoxicity, luminescence viability; in the data active = inhibition above about 22%;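 also: 0% = plate median of test compound wells and 100% = cytotoxic reference compound wells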
# GSK3B inh: human GSK3beta kinase inhibitors, primary screen, biochemical, cell-free homogeneous, HTS; hit rate 0.038% among 300,000; Glycogen synthase kinase-3 beta (Homo sapiens), P49841; GST-GSK3beta kinase, ADP-Glo luminescence, 60 min; stronger effect = lower value; activity score (negative = inhibition), % at 10 µM;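 active = more than half of replicate wells score below -50%, meaning over 50% inhibition versus plate controls; inconclusive = some replicates but at most half score below -50%; inactive = no replicate scores below -50%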;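 also: 0% = median DMSO wells and -100% = median GW8510 positive control wells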
# Target sequence (P49841 whole entry, looked up): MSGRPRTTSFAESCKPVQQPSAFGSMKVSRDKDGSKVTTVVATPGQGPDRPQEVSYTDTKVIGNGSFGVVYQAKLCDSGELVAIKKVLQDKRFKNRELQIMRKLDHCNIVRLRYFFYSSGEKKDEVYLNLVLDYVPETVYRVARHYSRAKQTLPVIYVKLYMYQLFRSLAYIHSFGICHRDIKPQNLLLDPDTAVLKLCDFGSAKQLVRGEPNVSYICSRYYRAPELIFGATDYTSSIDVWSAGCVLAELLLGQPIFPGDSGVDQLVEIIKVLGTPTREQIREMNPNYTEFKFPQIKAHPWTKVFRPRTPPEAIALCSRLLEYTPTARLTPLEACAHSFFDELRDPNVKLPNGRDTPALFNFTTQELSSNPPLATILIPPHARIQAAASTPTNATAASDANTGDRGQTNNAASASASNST
#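 Assay system: GST-fused GSK3beta enzyme, cell-free / Medium: Tris pH 7.5 buffer with MgCl2, DTT, BSA, heparin / Also added: peptide substrate plus 25 µM ATP (final) / Compound: 10 µM single point / Timing: kinase reaction with compound 60 min at room temperature / Detection: ADP-Glo luminescence / Benchmarks: DMSO neutral wells and GW8510 at 20 µM as positive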
# Active calls of the source: *; ? = inconclusive; . = not tested or not shown. Some of the compounds tested. The share of hits here may be higher or lower than overall.
SMILES,HSP90 inh,Platelet DG rel,KLF5 inh,aSyn 5UTR inh,DYRK1A inh,HSF-1 act,HSF1 inhib,GSK3A inh,IEC-6 cytotox,GSK3B inh
COc1ccc(C(=O)NCC(c2cccs2)N2CCc3ccccc32)cc1OC (stereo not drawn),.,-6,.,3,5,25,14,-7,.,-1
Cc1ccccc1C(=O)c1cccn1CC(=O)NCCCc1ccccc1,-5,0,-3,25,.,3,5,1,1,4
CN(C)C(CNC(=O)C1CCCN(C(=O)c2ccc(Cl)cc2)C1)c1ccco1 (stereo not drawn),2,.,-13,.,.,.,.,2,3,.
CN(C)c1cccc(/C=C(\C#N)c2ccccc2)c1,2,-9,-25,-155,4,63*,36,-3,77*,0
Cc1ccc2nc(NCCC(=O)O)nc(-c3ccccc3)c2c1,0,-2,-20,-3,13,-6,-5,0,0,3
NC(=O)c1oc2ccccc2c1NC(=O)CN1CCCCC1,-1,-5,-13,10,13,-8,-2,-1,-2,-15
CCCCOC(=O)Nc1cc(C(=O)OC)ccc1C(=O)OC,-2,0,-16,-1,3,-11,-3,-4,6,3
COCCCNC(=O)c1ccc2c(=O)n(Cc3ccc4c(c3)OCO4)c(=S)[nH]c2c1,5,2,-1,27,6,3,2,.,0,-4
CCCSc1nnc(CSc2nc3ccccc3s2)n1-c1ccccc1,-2,3,-15,14,3,6,1,-1,2,-4
COc1cccc2cc(C(=O)N3CCCCCCC3)c(=O)oc12,5,1,-7,-15,-3,7,3,0,2,0
COCCNc1nc2c(S(=O)(=O)c3cc(C)ccc3C)nnn2c2ccccc12,1,7,8,6,-2,8,2,0,4,-2
O=C(NCCc1ccc(Cl)cc1)c1cnc2n(c1=O)CCS2,.,21,.,-16,7,13,3,-1,.,3
Cn1c(=O)[nH]c(=O)c2c1nc(CN1CCN(c3cccc(Cl)c3)CC1)n2CCN1CCOCC1,-1,-5,-14,19,7,12,2,-2,-2,-5
CCSCc1nnc(SCC(=O)Nc2nc3ccccc3s2)n1C,0,-3,-9,-20,2,5,7,-1,2,1
CC1=C(C(=O)Nc2ccccc2)C(c2ccco2)NC(=O)N1 (stereo not drawn),-1,-1,-25,-14,.,12,-5,1,-5,2
O=[N+]([O-])c1cc(-c2cnc3ccccc3n2)ccc1Oc1ccc(Br)cc1,-1,10,-6,-39,-6,21,22,-2,-1,1
Cc1ccc(S(=O)(=O)N2CCCC(C(=O)N3CCN(C)CC3)C2)cc1 (stereo not drawn),3,4,-23,1,-1,-4,-16,1,2,-1
COc1ccc(-c2nc3cnccn3c2Nc2ccc(C)cc2)cc1,1,3,-29,12,8,10,14,-2,1,-1
CC1CCN(Cc2c(C(=O)N/N=C/c3cc(Cl)ccc3O)nnn2-c2nonc2N)CC1,-3,7,69*,62*,1,-14,-6,2,50*,2
O=C(O)c1cc(-n2[nH]c(=O)c3ccccc3c2=O)ccc1Cl,9,1,-48,-29,-7,-1,-7,-2,-2,1
Cc1ccc(N2C(=O)N3[C@H]4c5ccccc5OC[C@@H]4[C@@H](c4ccccc4)[C@@]3(C)C2=O)cc1,0,-3,10,35,0,-6,-1,-1,4,2
O=C(Nc1nnc(-c2cccs2)o1)C1CC1,3,31,-45,-32,15,2,0,-1,0,2
COc1ccccc1C1=NOC(Cn2c(NCCCO)nc3c2c(=O)n(C)c(=O)n3C)C1 (stereo not drawn),2,-2,5,13,3,-41,-24,6,2,-4
CC(=O)Nc1cccc(NC(=O)CSc2nnc(Cc3cccn3C)n2-c2ccc(C)cc2)c1,0,2,-31,-8,-6,15,-12,.,-2,5
CCN(C(=O)c1cnc(OC)cc1C(F)(F)F)c1ccc(Cl)cc1Cl,5,3,-22,13,3,15,2,-1,3,1
O=C(c1ccc(F)cc1F)N1CCCC(c2nc(-c3cccs3)no2)C1 (stereo not drawn),0,12,6,-3,8,22,4,0,3,-3
Cc1ccc2nc(-c3ccccc3C)oc(=O)c2c1,-6,5,-17,13,-2,6,-3,0,-7,1
O=C(Cc1ccccc1)NCc1ccc(-n2cccc2)cc1,6,4,-20,-21,-3,11,4,.,5,-4
O=C(NNC(=O)c1ccc(-c2ccccc2)cc1)Nc1ccccc1F,2,-8,-38,4,-4,11,4,1,3,2
COc1ccc(CCN(Cc2cccs2)S(=O)(=O)c2ccc(-n3cnnn3)c(OC)c2)cc1OC,2,-3,-50,-2,0,-5,-3,-2,1,-2
O=S(=O)(/N=C/c1c(O)ccc2ccccc12)c1cccs1,-1,-2,-27,8,.,-3,-3,-1,-2,1
Cc1ccc(CN2C(=O)C(Cc3ccccc3)Nc3ncnc(N4CCCCC4)c32)cc1 (stereo not drawn),.,1,.,1,5,9,5,-2,.,2
Cc1cc(C)cc(N2C(=O)CN(Cc3ccccc3)C2=S)c1,14,14,-1,4,-1,-82,-78*,-2,3,3
COC(=O)CN(c1ccc(OC)cc1)S(=O)(=O)c1c(C)noc1C,2,9,0,16,-3,27,4,-3,9,3
Cn1c(NCCO)nc2c(c1=O)C1(CCCCC1)Cc1ccccc1-2,-2,0,-17,-6,31,14,-2,1,-5,4
Cc1cnc(NC(=O)NCC2CCCC(CNC(=O)Nc3ncc(C)s3)C2)s1 (stereo not drawn),-1,-3,-20,-56,8,?,41,17,-24,-1
O=[N+]([O-])c1ccc(NCCNS(=O)(=O)c2ccccc2)c(C(F)(F)F)c1,0,16,17,-3,-4,-14,-9,-1,1,-2
O=C(c1ccco1)N1CCN(S(=O)(=O)c2ccc3[nH]c(=O)oc3c2)CC1,0,16,-31,1,6,-6,-2,-1,-6,2
CCOC(=O)CN(c1ccccn1)S(=O)(=O)c1ccccc1,3,1,-18,-10,4,-13,-9,-1,2,3
Cc1cc([N+](=O)[O-])ccc1NC(=O)Cc1ccc(F)cc1,-4,-5,-7,-15,-6,0,0,-1,-1,3
CC(=O)N1CC[n+]2c(-c3ccc([N+](=O)[O-])cc3)csc21,5,4,-10,12,-1,27,6,0,1,0
COc1ccc(OC)c(C2C(C(C)=O)=C(O)C(=O)N2c2ccc(O)cc2)c1 (stereo not drawn),1,1,14,14,-4,7,5,-3,2,2
CC(C)(C)NC(=O)CSc1nncn1NCc1ccccc1,1,0,-58,3,-1,-14,-7,-2,-5,1
Clc1ccc(-c2cc3ccccc3nc2N2CCOCC2)cc1,1,-11,-4,5,-5,-7,0,-1,10,0
COC(=O)c1cc(C(=O)c2cccc(Cl)c2Cl)cn1C,1,0,2,26,8,-2,-2,-2,3,0
Cc1ccc(S(=O)(=O)N(C)C2(C)CCS(=O)(=O)C2)cc1 (stereo not drawn),-4,3,-28,3,-4,-8,-9,-1,-9,0
COc1ccc(C2=NOC(C(=O)N3CCOCC3)C2)cc1OC (stereo not drawn),7,1,-35,-28,-1,10,1,4,0,3
Cc1csc(Nc2cccc3ccccc23)n1,-3,3,3,-26,10,24,6,1,1,0
CCOc1ccc(CNC(=O)CN2C(=O)C(c3ccccc3)Oc3cccnc32)cc1 (stereo not drawn),0,1,-10,9,-4,7,6,0,1,-1
CCN1CC=C2C(C#N)=C(N)C(C#N)(C#N)C(CCc3ccccc3)C2C1 (stereo not drawn),0,.,-26,.,9,.,.,7,9,.
CC(C)(C)C(=O)Nc1ncc(C(F)(F)F)cc1Cl,0,-4,-54,5,2,5,-2,-2,-1,5
COc1ccccc1C(=O)NCC(=O)OCC(=O)N(CC(C)C)c1c(N)n(Cc2ccccc2)c(=O)[nH]c1=O,.,-1,.,-4,.,-7,-3,-2,.,-1
Cc1ccc(S(=O)(=O)N2CCC(C(=O)Nc3ccccc3N3CCCC3)CC2)cc1C,.,3,.,2,3,10,1,-2,.,0
Nc1cc(=O)[nH]c(SCc2csc(-c3ccccc3)n2)n1,1,-46,-3,30,-3,-9,-4,-1,2,3
CC(=O)Nc1ccc(S(=O)(=O)NCc2ccc(C)cc2)cc1,1,-3,-33,-12,-6,20,9,-4,2,2
CN(CC(=O)N1CCN(c2cccc(Cl)c2)CC1)S(=O)(=O)c1cccs1,4,2,-28,24,-1,6,-2,-1,-2,3
COc1cccc(CN2CCN(C(=O)c3cccc4ccccc34)CC2)c1,0,3,-44,11,.,-1,-4,-6,11,0
CSc1nc(Cl)c(C#N)c(-c2ccc(C)cc2)n1,1,0,-21,19,2,15,-1,-7,-2,-1
Cc1ccc(-c2nn(-c3ccccc3)cc2CC(=S)N2CCOCC2)cc1,-1,-1,-21,17,.,24,-4,0,2,3
COc1ccc(-c2nc(C(=O)NCCCN3CCOCC3)cc3c2[nH]c2ccccc23)cc1OC,2,2,-3,-3,10,5,-1,0,1,1

# (further entries)
SMILES,HSP90 inh,Platelet DG rel,KLF5 inh,aSyn 5UTR inh,DYRK1A inh,HSF-1 act,HSF1 inhib,GSK3A inh,IEC-6 cytotox,GSK3B inh
CCN(Cc1cc2cc(C)ccc2[nH]c1=O)S(=O)(=O)c1ccccc1,3,-4,16,31,3,9,-3,-2,-4,6
CN(C)N1C(N)=C(C#N)C(c2ccsc2)C2=C1CCCC2=O (stereo not drawn),0,-14,-7,-18,.,18,-4,0,-3,0
CCOC(=O)c1c(-c2ccc(C)o2)csc1NC(=O)CN1CCN(CC)CC1,3,-8,-2,-8,3,.,.,0,3,-4
COc1ccc(Cc2nnc(NC(=O)c3ccco3)s2)cc1,6,-4,-44,-62,1,5,4,-1,8,-3
Cc1nn(C)c(C(=O)Nc2ccn(Cc3c(F)c(F)cc(F)c3F)n2)c1[N+](=O)[O-],1,-8,-14,20,1,-8,3,0,4,0
Cc1cc2c(=O)oc(-c3ccc(F)cc3)nc2s1,0,24,-34,-14,2,-3,13,-2,-6,-27
O=C(NC(=S)N(Cc1ccccc1)Cc1ccccc1)C1CCCCC1,1,-8,-4,7,-7,19,-4,-1,0,0
CCCN(CCO)Cc1cccc(Br)c1,1,0,-19,-17,0,-3,-7,-1,0,3
CCN(CC)CCN1C(=O)C(=O)/C(=C(/O)c2c(C)[nH]c(C(=O)OC)c2C)C1c1ccccc1 (stereo not drawn),-3,0,-9,-11,.,-9,0,-3,2,-3
CC(C)CCN(C(=O)CNC(=O)c1ccco1)C(C(=O)NC1CCCCC1)c1ccco1 (stereo not drawn),4,3,-36,12,0,-12,-2,2,1,1
CC1CN(S(=O)(=O)c2cccc(C(=O)OCC(=O)c3cccs3)c2)CC(C)O1 (stereo not drawn),-3,-7,-31,-5,3,-3,-9,4,2,2
C[C@@H](CSc1ccccc1)CN1CC[C@H](C(C)(C)C)CCC1=O,-3,-2,-19,-3,4,3,7,-3,-11,2
